High-throughput results (PubChem)
Menin MLL FP TR: inhibitors of human menin-MLL interaction, mutant MLL peptide. Potency, µM (titrated, usually from 61.6 µM), without a hit: at the top dose FP activity change, negative = inhibition, usual class: inhibitors. Menin + Texas Red MLL mutant peptide, fluorescence polarization. 0.23% of 270,000 active. O00255; active = well fitted inhibition curve with a large enough effect in the polarisation, with a control signal flat, not every such curve was filed as active; inconclusive = small, poorly fitted or top-dose-only effect, or effect the other way, or a change in a side signal; inactive = no such curve, though single readings can be large or run the other way; the % refers to the polarisation; also: potency is read from the fitted curve at half-maximal effect; % of control where 0% means no effect; many of its hits are not listed in these tables
Target sequence (O00255 whole entry, looked up): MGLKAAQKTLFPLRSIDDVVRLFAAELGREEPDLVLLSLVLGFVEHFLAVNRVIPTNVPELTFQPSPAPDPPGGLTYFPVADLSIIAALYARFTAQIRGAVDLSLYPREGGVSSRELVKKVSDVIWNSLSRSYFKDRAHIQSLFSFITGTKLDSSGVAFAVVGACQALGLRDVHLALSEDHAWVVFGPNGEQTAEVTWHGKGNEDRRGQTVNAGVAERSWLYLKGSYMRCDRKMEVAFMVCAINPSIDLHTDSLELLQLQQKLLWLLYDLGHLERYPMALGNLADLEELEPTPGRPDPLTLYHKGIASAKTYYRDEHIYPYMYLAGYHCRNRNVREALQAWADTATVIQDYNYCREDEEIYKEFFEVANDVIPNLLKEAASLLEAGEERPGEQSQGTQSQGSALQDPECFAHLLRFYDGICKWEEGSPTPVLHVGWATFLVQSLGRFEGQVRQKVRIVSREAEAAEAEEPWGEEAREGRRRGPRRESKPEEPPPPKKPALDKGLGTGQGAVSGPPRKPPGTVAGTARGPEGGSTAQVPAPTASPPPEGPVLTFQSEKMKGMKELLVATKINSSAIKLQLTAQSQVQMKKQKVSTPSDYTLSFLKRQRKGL
TSHR antagonist: human thyrotropin receptor antagonism | P16473 | TSHR-expressing cells, TSH-stimulated cAMP HTRF, 2 h; active compounds read low | activity change, negative = inhibition, % at 11.5 µM | 0.2% of 330,000 active;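 active = activity change below a set negative limit, meaning inhibition stronger than a set level, cut at about -70% in these data; inconclusive = activity change between two set negative limits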; also: % is scaled to controls: 0 for no effect and ±100 for the full control effect
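Competitive HTRF cAMP read-out (cryptate anti-cAMP antibody, cAMP-d2; 30 min, room temperature) in freshly harvested TSHR cells. Compounds added before TSH at EC80 (4nM final), followed by 2 hours' incubation at 37 deg C.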
Integrin act MD: integrin-mediated muscular dystrophy alleviation activation | Potency, µM (series often up to 38.3 µM), without a hit: at the highest dose activation, hits mostly activators | alpha7betagal myoblasts, beta-gal FDG fluorescence, 48 h | 0.064% of 350,000 active;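 also: potency is read from the fitted curve at half-maximal effect; 100% = response of the positive control SU9516; nearly all actives have a fitted effect of over 60% in size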
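alpha7betagal+/- myoblasts (passage 13, 250/well) treated 48 h at 37C with compounds at 1:260 dilution of DMSO stock. Lysed, then beta-galactosidase activity read as FDG fluorescence (ex 480/em 540) after 30 min, with pre-read for autofluorescence.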
S-ASM inh: blocks human secretory acid sphingomyelinase. 0.006% of 340,000 active. placental ASM, HMU-PC fluorogenic substrate, 60 min. Potency, µM (highest dose often 57.5 µM), for inactives: at the highest dose activity change, negative = inhibition, most hits filed as inhibitors; also: potency is read from the fitted curve at half-maximal effect
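Steps: dispense placental human ASM, pin compound, wait 10 min at room temperature, add HMU-PC0 substrate at 9 uM final, incubate 60 min at 37 °C, add stop solution raising pH to 10, read fluorescence.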
Mito fusion act: blocks mitochondrial division or promotes mitochondrial fusion; S. cerevisiae fusion-defective mutant growth rescue, CellTiterGlo 48 h; Potency, µM (titrated, usually from 46.1 µM), without a hit: at the top dose growth rescue (activation), hits mostly activators; 0.23% of 320,000 active; AID 485298;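 also: potency is read from the fitted curve at half-maximal effect; % of control where 0% means no effect; nearly all actives have a fitted effect of over 45% in size; temperature-sensitive fusion mutants such as fzo1-1 at 37 °C on non-fermentable ethanol glycerol medium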
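S. cerevisiae fusion-defective temperature-sensitive mutants (e.g. fzo1-1, mgm1-5) grown 48 h at 37C in YPEG (ethanol/glycerol non-fermentable) medium with 23 nl compound per well; growth rescue read as CellTiterGlo luminescence.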
TCR act: activates T cell receptor signaling | 330,000 tested, under 10 active | primary human leukocytes, anti-CD3, IL-2 HTRF, 48 h | AID 504894 | Potency, µM (doses to about 9.22 µM), inactives show top-dose activation of IL-2 secretion, actives largely listed as activators; also: % of control where 0% means no effect
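Readout: HTRF IL-2, Eu-cryptate/d2 antibody pair, 320nm excitation, 665nm emission. Stimulus: a-CD3 beads, no co-stimulation. Cells: primary human leukocytes. Exposure: 48 hr with compound.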
MBNL1-CUG inh: blocks human MBNL1 binding to CUG repeat RNA | Q9NR56 | TR-FRET MBNL1-His/biotin-(CUG)12 binding, 665/545 ratio | Potency, µM (top dose mostly 57.5 µM), without a hit: at the highest dose activity change, negative = inhibition, hits mostly inhibitors | 0.036% of 280,000 active | AID 2675; active = well fitted inhibition curve with a large enough effect in the signal ratio, with a control signal flat, not every such curve was filed as active; inconclusive = small, poorly fitted or top-dose-only effect, or effect the other way, or a change in a side signal; inactive = no such curve, though single readings can be large or run the other way; the % refers to the signal ratio; also: potency is read from the fitted curve at half-maximal effect; % is scaled to controls: 0 for no effect and ±100 for the full control effect
Target sequence (Q9NR56 whole entry, looked up): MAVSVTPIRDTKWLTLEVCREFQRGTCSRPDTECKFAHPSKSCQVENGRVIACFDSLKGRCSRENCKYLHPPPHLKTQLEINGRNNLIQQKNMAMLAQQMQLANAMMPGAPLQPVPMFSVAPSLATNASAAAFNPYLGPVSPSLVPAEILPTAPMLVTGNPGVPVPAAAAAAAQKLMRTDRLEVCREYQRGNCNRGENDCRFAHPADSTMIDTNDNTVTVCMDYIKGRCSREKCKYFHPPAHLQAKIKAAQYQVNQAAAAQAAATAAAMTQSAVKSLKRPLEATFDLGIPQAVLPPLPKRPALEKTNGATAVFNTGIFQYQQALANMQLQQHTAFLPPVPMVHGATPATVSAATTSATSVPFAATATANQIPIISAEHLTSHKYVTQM
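MBNL1-His + Biotin-(CUG)12, cpd titration 92 nM–58 uM; Tb anti-His Ab 0.055 ng/ul, SA-XL665 5 nM (final); 60 min RT; ratiometric 665/545 nm, Ex 340 nm; normalized to buffer and full-complex controls.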
PTAP TSG101 blk: blocks PTAP/TSG101 interaction to inhibit HIV-1 budding. Q99816. Fluorescence polarization, FITC-PTAP peptide / Tsg101 binding. Potency, µM (titrated, usually from 115 µM), for the others: top-dose activity change, negative = inhibition, hits mostly inhibitors. 340,000 tested, under 10 active; active = well fitted inhibition curve with a large enough effect in the main read-out, with a control signal flat, not every such curve was filed as active; inconclusive = small, poorly fitted or top-dose-only effect, or effect the other way, or a change in a side signal; inactive = no such curve, though single readings can be large or run the other way; also: potency is read from the fitted curve at half-maximal effect; % of control where 0% means no effect
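FP read-out: FITC-PTAP peptide, 50 nM final, binding Tsg101 binding domain, 10 uM final; 20 min, r.t.; 10 mM HEPES pH 7.5, 0.15 M NaCl, 0.01% Tween 20, 3 mM EDTA, 0.1 mM TCEP.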
A-T KAP1 phos: candidate therapy for ataxia-telangiectasia | […] A-T fibroblasts, KAP-1 phosphorylation AlphaLISA; neocarzinostatin DNA damage 30 min before lysis | Potency, µM (top dose mostly 57.5 µM), for the others: at the highest dose activation, usual class: activators | 0.19% of 320,000 active | AID 485349; also: potency is read from the fitted curve at half-maximal effect; % of control where 0% means no effect; nearly all actives have a fitted effect of over 45% in size
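hTERT-immortalized A-T patient fibroblasts ([…]), 500 cells/well in OPTI-MEM, 1% FBS, got compounds for 60 min, then NCS for 30 min at 37C. Lysates were then assayed for phospho-KAP-1 by AlphaLISA (anti-pKAP1 donor, anti-KAP1 acceptor beads), 6 hr at 25C.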
MLL CXXC-DNA inh: blocks binding of human MLL CXXC domain to DNA. AID 2662. Potency, µM (series often up to 115 µM), inactives show at the highest dose activity change, negative = inhibition, most hits filed as inhibitors. 0.037% of 290,000 active. MLL-CXXC / FITC-HOXA9 DNA fluorescence polarization. Q03164; active = well fitted inhibition curve with a large enough effect in the polarisation, with a control signal flat, not every such curve was filed as active; inconclusive = small, poorly fitted or top-dose-only effect, or effect the other way, or a change in a side signal; inactive = no such curve, though single readings can be large or run the other way; the % refers to the polarisation; also: potency is read from the fitted curve at half-maximal effect
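Purified MLL-CXXC (added from a 7 uM solution) was preincubated 5 min at ambient with pinned compounds in 50 mM Tris-HCl pH 7.5, 50 mM NaCl, 1 mM DTT, 0.05% BSA. Fluorescein-labeled HOX-A9 DNA (50 nM solution) followed, 30 min, then polarization read.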
An asterisk follows results filed as active; ? = inconclusive; . = not tested or not shown; [ ] = another dose, or the depositor's remark. Unless noted, calls follow the shape of the dose curve; as a rule, active = well fitted curve in the direction sought with a large enough effect; inconclusive = small, poorly fitted or top-dose-only effect, or another doubt; inactive = no such curve, though single readings can be large; an effect the other way counts as inactive or inconclusive.

SMILES	Menin MLL FP TR	TSHR antagonist	Integrin act MD	S-ASM inh	Mito fusion act	TCR act	MBNL1-CUG inh	PTAP TSG101 blk	A-T KAP1 phos	MLL CXXC-DNA inh
O=C(CSc1nnc(CNC(=O)c2ccco2)o1)Nc1ccc(Br)cc1	19.0%	5.5	0.0%	1.0%	-5.3%	7.1%	-6.3%	-1.7%	1.7%	18.1%
CC(C)C(C(=O)N1CCN(Cc2ccccc2)CC1)c1ccccc1 (stereo not drawn)	?	-6.8	23.8%	8.5%	2.9%	-1.2%	-0.9%	-0.3%	6.8%	8.1%
COc1ccc(OC)c(C2C(C#N)=C(N)Oc3cc(C)[nH]c(=O)c32)c1 (stereo not drawn)	1.6%	18.8	17.7%	3.7%	-5.2%	-1.5%	9.9%	-4.3%	-3.4%	-2.1%
Cc1nc2ccccn2c1-c1csc(Nc2cccc(C(=O)O)c2)n1	15.8%	-7.2	-11.5%	-0.1%	1.2%	1.5%	5.5%	-3.4%	-2.4%	-15.5%
COc1ccc2c(c1)NC(c1ccc(N(C)C)cc1)c1cccn1-2 (stereo not drawn)	.	-4.2	5.9%	357.5%[activator]	7.8%	-0.4%	.	-0.7%	?	28.6%
O=C(Cc1ncc(C(F)(F)F)cc1Cl)NCCc1ccccn1	8.6%	16.9	3.5%	2.1%	2.1%	-10.3%	-5.8%	12.6%	0.6%	-3.6%
Cc1cccc(OCCCSc2nc3ccc(C)cc3[nH]2)c1	27.1%	-22.5	30.6%	-6.1%	?	1.5%	?	2.9%	4.8%	-0.6%
CCOC(=O)c1cc(C(=O)OCC)c(=O)[nH]c1N1CCCCC1	8.2%	-5.3	-9.3%	1.3%	-5.7%	-1.6%	-0.7%	-4.3%	0.3%	4.1%
O=C1C=C(c2ccc3c(c2)OCO3)C[C@@H](c2ccc(F)cc2)C1	.	-14.0	-9.2%	40.1%[activator]	3.4%	9.1%	.	-2.0%	-3.0%	.
Clc1ccc(CSc2cnnc3ccccc23)cc1Cl	.	.	17.8%	-19.6%	.	0.6%	.	0.5%	.	.
Cc1cc(C(=O)N(CCC#N)Cc2cccs2)no1	.	-1.5	-2.8%	5.8%	0.9%	6.7%	.	-0.4%	0.8%	-3.0%
CCCCNc1nc(N(C)c2ccccc2)nc(-n2ccnc2)n1	7.5%	7.1	-20.5%	-2.1%	-1.3%	3.1%	5.3%	-2.3%	0.1%	?
CCOC(=O)c1c(CC(C)C)csc1NC(=O)C(C)C	?	-0.1	-24.0%	-1.1%	2.1%	11.5%	-14.9%	-3.8%	?	10.3%
CCOc1c(C)cc(S(=O)(=O)NCc2ccccn2)c(C)c1C	-8.7%	15.0	1.3%	5.1%	-0.5%	.	-5.9%	0.5%	5.5%	-0.7%
CC(=O)c1cccc(NC(=O)N2CCOCC2)c1	-6.6%	8.0	?	-2.6%	-5.1%	2.6%	-6.7%	0.2%	15.1%	-1.1%
CCN1C(=O)[C@H]2[C@@H](c3ccc(-c4ccc(Cl)c(Cl)c4)cc3)N3CCCC[C@@]3(C(=O)OC)[C@H]2C1=O	.	5.3	3.9%	-15.8%	?	-3.6%	.	3.3%	4.5%	.
CCOC(=O)Cn1cnc2scc(-c3ccc(C)cc3)c2c1=O	5.1%	10.0	23.1%	1.6%	-1.7%	3.6%	4.8%	-5.8%	0.4%	-0.1%
CC(=O)OC1COC(n2ccc3ccccc32)C(OC(C)=O)C1OC(C)=O (stereo not drawn)	-4.1%	-8.9	4.5%	0.3%	-3.7%	6.9%	1.8%	-4.7%	5.4%	9.0%
COc1cc(C(=O)Nc2nnc(CC(=O)N3CCOCC3)s2)cc(OC)c1OC	-18.5%	-1.1	-3.7%	0.1%	-5.9%	-0.3%	-4.0%	-3.8%	2.3%	5.2%
Cc1cn(CC(=O)NCC(C)c2ccccc2)c(=O)[nH]c1=O (stereo not drawn)	.	.	-3.3%	1.4%	.	1.1%	.	-0.9%	.	.
CCC(C(=O)NC1CCCCCC1)c1ccccc1 (stereo not drawn)	.	.	9.7%	-0.2%	.	0.3%	.	-1.3%	.	.
Cc1c(NC(=O)CSc2nncn2-c2ccccc2)c(=O)n(-c2ccccc2)n1C	.	20.5	22.8%	3.2%	12.8%	1.7%	.	-1.4%	-5.8%	.
CCN1C(=O)/C(=C/c2cc(C)n(C)c2C)SC1=Nc1ccc(OC)cc1	-1.0%	-1.4	-67.5%[inhibitor]	?	5.4%	1.9%	7.2%	0.2%	-3.6%	11.7%
O=C(/C=C/c1cccc(Cl)c1)N1CCC(Cc2ccccc2)CC1	?	8.1	2.6%	-14.6%	?	-2.7%[46.1 µM]	-8.5%	-4.7%	4.0%	0.7%
CC(=O)N1CCN(c2ccc(NC(=O)C(c3ccccc3)c3ccccc3)cc2)CC1	-24.8%	6.0	15.5%	-11.7%	6.1%	-0.9%	-2.7%	-2.8%	-0.1%	-9.1%

Following part
SMILES	Menin MLL FP TR	TSHR antagonist	Integrin act MD	S-ASM inh	Mito fusion act	TCR act	MBNL1-CUG inh	PTAP TSG101 blk	A-T KAP1 phos	MLL CXXC-DNA inh
O=C(CCc1ccccc1)Nc1ccncc1	-2.9%	-8.3	20.5%	5.6%	-7.0%	2.6%	1.7%	0.7%	4.2%	-0.5%
Cc1ccc(Nc2c(-c3ccc(C)o3)nc3ncccn23)cc1	.	-0.5	-1.9%	-4.5%	-2.0%	2.3%	?	0.0%	-5.4%	?
O=C(/C=C/c1ccccc1O)c1ccco1	8.8%	8.1	-58.8%[inhibitor]	-3.4%	-3.6%	.	-1.4%	-1.5%	12.1%	9.1%
Nc1ncc(N=Nc2cc(C(=O)O)ccc2Cl)s1	.	-0.2	-19.3%	1.7%	-9.9%	-0.6%	13.5%	-10.7%	23.9%	-6.8%
CC(=O)Nc1ccc(NC(=O)CSc2nc(N)c(NC(=O)c3ccco3)c(=O)[nH]2)cc1	.	4.2	-35.8%[inhibitor]	0.3%	-1.2%	-22.3%	-0.1%	-1.1%	5.5%	-4.8%
CCCSC1=N/C(=C/c2ccsc2)C(=O)N1c1ccccc1	11.4%	-4.9	18.6%	0.3%	-1.1%	3.6%[46.1 µM]	.	-0.2%	2.9%	-1.2%
CCOc1ccccc1C(=O)NCCCn1ccnc1	4.4%	0.8	11.1%	2.9%	-6.1%	0.9%	1.1%	-4.9%	-9.5%	-4.5%
O=C(CC1S/C(=N/N=C/c2cccs2)NC1=O)Nc1ccc(Cl)cc1 (stereo not drawn)	-26.7%	4.1	7.6%	-1.7%	-0.6%	0.8%	.	-0.8%	-13.2%	?
CCCCN(CCCC)CCCNC(=O)Cn1cc2c(n1)-c1c(oc(C(=O)N3CCCC3)c1C)CC2	?	3.2	17.6%	4.0%	-15.6%	-3.3%	0.6%	-0.7%	4.6%	10.3%
COc1ccc2c(=O)c3c(=O)n(Cc4ccco4)c(C(C)C)nc3oc2c1	-2.7%	-1.5	-45.1%[inhibitor]	-1.8%	4.0%	-3.6%[46.1 µM]	-26.2%	-5.2%	2.6%	1.0%
CCOC(=O)C1(CCCc2ccccc2)CCN(C(=O)C(C)n2cncn2)CC1 (stereo not drawn)	?	-7.9	?	1.6%	0.3%	.	1.5%	-0.2%	-4.4%	2.4%
CCCCn1c(SCc2cccnc2)nc2c1c(=O)n(C)c(=O)n2C	-8.4%	-6.0	-23.6%[7.66 µM]	1.3%	0.1%	.	-5.0%	-7.4%	5.2%	-4.2%
COc1ccc(S(=O)(=O)N2CCCCCC2)cc1N(C)S(=O)(=O)c1ccc(Cl)cc1	3.7%	.	-20.3%	1.2%	1.5%	-2.8%	-5.2%	-0.4%	-5.4%	-12.6%
CC1Cn2c(nnc2-c2cc3ccccc3cc2O)S1 (stereo not drawn)	-12.3%	-20.2	-11.9%	175.0%[activator]	0.4%	5.5%	?	-8.5%	10.4%	22.7%
CC(NC(=O)Nc1ccc(Br)cc1)C(C)(C)C (stereo not drawn)	33.3%[activator]	-16.0	?	0.8%	13.7%	5.1%	0.2%	-4.9%	-0.3%	-1.7%
CCCc1cc(=O)oc2cc(C)cc(OC(C)C(=O)NCc3cccnc3)c12 (stereo not drawn)	-0.1%	-4.6	5.9%	1.3%	0.7%	3.7%	-2.2%	-3.2%	0.3%	11.3%
Cc1ccc(OCCOc2ccc(Br)cc2)c([N+](=O)[O-])n1	?	-12.8	-4.1%	-3.5%	22.9%	0.6%[46.1 µM]	30.7%	-0.6%	14.3%	20.6%

Some of the compounds tested; the hit share may differ from the screen's.
